# From PubChem
# PfHsp40 yeast: rescue of PfHsp40-mediated yeast toxicity. 0.68% of 340,000 active. growth rescue, % at 12.5 µM. S. cerevisiae expressing PfHsp40, growth rescue, ATP luminescence; in the data active = growth rescue above about 28%, passing the limit was not always enough;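 note: yeast W303a lacking pdr1 and pdr3 grown in galactose medium; growth measured after three days at 30 °C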
# GDH-TPI counter: GDH-TPI coupled enzyme inhibition counter-screen | GDH-TPI coupled enzyme counterscreen, NADH absorbance | inhibition, % at 4.8 µM | 1.2% of 360,000 active; in the data active = inhibition above about 30%;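 note: 0% = DMSO wells and 100% = wells lacking the enzyme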
# FadD28 FP inh: M. tuberculosis FadD28 bisubstrate binding inhibition; AID 588549; 0.22% of 360,000 active; inhibition, % at 12.5 µM; FadD28 bisubstrate probe binding, fluorescence polarization; in the data active = inhibition above about 8.5%, passing the limit was not always enough
# Mtb BioA inh: BioA (M. tuberculosis) enzyme inhibition; AID 602481; 0.096% of 360,000 active; inhibition, % at 9.99 µM; purified M. tuberculosis BioA enzyme, plate reader; in the data active = inhibition above about 40%
# Yp Topo-I inh: Y. pestis Topo-I inhibition via cleavage products; Y. pestis Topo-I cleavage product accumulation, plate reader; activity, % at 10 µM; 0.064% of 360,000 active; in the data active = activity above about 50%, passing the limit was not always enough; note: inactives centre near 2
# Vc quorum ag: inducers of Vibrio cholerae quorum light production without autoinducers; 0.16% of 350,000 active; activation, % at 18.7 µM; V. cholerae BH1578 lux reporter, luminescence, 6 h; in the data active = activation mostly above about 9.7%, no sharp cut-off; note: not every result past the cut was called active; inactives centre near 0; reference of the scale not given here
# TcdB inh: TcdB glycohydrolase inhibition. P18177. TcdB glycohydrolase enzymatic assay, plate reader. inhibition, % at 9.99 µM. 0.24% of 350,000 active; in the data active = inhibition above about 10%
# Mtb FBA inh: inhibits M. tuberculosis FBA enzyme. P9WQA3. purified M. tuberculosis FBA, fluorescence read-out. inhibition, % at 1 µM. 2.3% of 360,000 active. AID 588726; in the data active = inhibition above about 27%;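 note: 0% = vehicle and 100% = reference inhibitor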
# Target sequence (P9WQA3 whole entry, looked up): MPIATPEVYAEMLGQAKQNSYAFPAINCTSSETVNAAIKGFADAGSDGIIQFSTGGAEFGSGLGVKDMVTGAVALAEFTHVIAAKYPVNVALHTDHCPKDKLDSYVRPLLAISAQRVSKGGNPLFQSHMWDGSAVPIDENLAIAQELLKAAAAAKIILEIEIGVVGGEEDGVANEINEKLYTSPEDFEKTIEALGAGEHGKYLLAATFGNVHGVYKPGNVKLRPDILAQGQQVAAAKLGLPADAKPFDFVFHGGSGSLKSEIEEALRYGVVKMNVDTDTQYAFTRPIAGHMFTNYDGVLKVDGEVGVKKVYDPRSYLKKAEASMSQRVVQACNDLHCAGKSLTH
# Mtb UGM inh: inhibitors of M. tuberculosis UDP-galactopyranose mutase. P9WIQ1. purified UGM, fluorescence polarization probe displacement. AID 504406. 0.06% of 320,000 active. inhibition, % at 10 µM; in the data active = inhibition above about 10%, passing the limit was not always enough
# Target sequence (P9WIQ1 whole entry, looked up): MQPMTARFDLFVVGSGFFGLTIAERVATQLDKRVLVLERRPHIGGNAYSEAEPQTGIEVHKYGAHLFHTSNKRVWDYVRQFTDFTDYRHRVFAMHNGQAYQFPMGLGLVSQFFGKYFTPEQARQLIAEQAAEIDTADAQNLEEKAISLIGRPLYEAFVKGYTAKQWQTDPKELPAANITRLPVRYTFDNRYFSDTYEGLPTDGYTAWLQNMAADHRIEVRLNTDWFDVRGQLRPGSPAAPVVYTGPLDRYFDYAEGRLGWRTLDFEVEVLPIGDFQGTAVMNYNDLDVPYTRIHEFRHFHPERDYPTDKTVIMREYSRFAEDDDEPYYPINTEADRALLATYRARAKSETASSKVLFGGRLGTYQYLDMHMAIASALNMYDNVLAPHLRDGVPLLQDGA
# * marks the source's active call; other numbers are inactive results; i = inactive; . = not tested or not shown.
compound	FadD28 FP inh	Mtb UGM inh	Mtb FBA inh	GDH-TPI counter	Yp Topo-I inh	TcdB inh	Mtb BioA inh	PfHsp40 yeast	Vc quorum ag
CC(=O)Nc1ccc(S(=O)(=O)NNC(=O)c2ccc(S(=O)(=O)N3CCCCC3)cc2)cc1	-2.0	-2.5	0	4	-6	.	.	-0.3	i
COc1ccc(S(=O)(=O)N2CCCCC2)cc1NC(=O)CN(C)C1CCCCC1	-6.1	-0.7	-3	0	17	1.0	.	-0.5	-0.3
COc1cccc(CNS(=O)(=O)c2cc(CN3C(=O)c4cccnc4C3=O)ccc2OC)c1	-0.7	-0.6	1	13	4	0.4	-2.9	1.6	-0.3
CCOC(=O)c1c(NC(=S)N2CCOCC2)sc(C)c1C	-0.2	-1.3	2	0	15	0.2	-1.7	0.5	-0.9
Cc1cccc(/C(N)=N/OC(=O)Cc2cccc3ccccc23)c1	-2.8	-1.7	3	6	12	0.6	.	-0.9	-1.1
Cc1nn(Cc2ccccc2)c(C)c1C(=O)NC1CCCc2ccccc21 (stereo unspecified)	0.4	-2.6	3	4	-5	-0.5	1.0	3.3	-0.5
Cc1cc(=O)n2nc(N3CCCC(C(=O)Nc4ccc(C)c(C)c4)C3)sc2n1 (stereo unspecified)	-4.9	1.2	-2	6	17	1.3	-0.5	-1.2	i
COc1ccccc1/C=N/NC(=O)c1cc2c(ccc3ccccc32)o1	-1.8	3.3	12	22	4	1.0	0.0	-0.4	1.7
Cc1occc1C(=O)N/N=C/c1ccc2c(c1)OCO2	-0.5	-2.9	3	46*	-3	1.1	.	-1.0	i
O=C(CSc1n[nH]c(=O)n1C1CC1)Nc1cc(Cl)ccc1Oc1ccccc1	-3.4	2.0	4	-2	13	.	.	-0.7	1.7
CC(OC(=O)c1ccc([N+](=O)[O-])cc1)C(=O)NCC1CCCCC1 (stereo unspecified)	-3.4	0.9	1	4	-3	-0.4	-2.3	1.2	i
COc1ccccc1N1CCN(C(=O)c2cc(-c3cccc(Cl)c3)on2)CC1	0.2	-0.6	2	10	-8	.	-5.2	-0.1	-0.4
COc1cc(NC(=S)NCCCN2CCOCC2)c(OC)cc1NC(=O)c1ccco1	-1.1	-0.3	0	6	0	0.7	1.9	-0.2	-0.4
Cc1cc(C)c(S(=O)(=O)N2CCN(C(=O)c3cccs3)CC2)c(C)c1	-3.4	1.1	2	3	-7	0.9	2.9	3.1	-0.3
CN(C)c1nc(OCCNC(=O)Nc2ccc(Cl)cc2)nc(N(C)C)n1	-1.5	-4.8	-1	23	2	0.9	-0.1	0.8	i

# Arranged by number of heavy atoms (falling): part of the list above.
compound	FadD28 FP inh	Mtb UGM inh	Mtb FBA inh	GDH-TPI counter	Yp Topo-I inh	TcdB inh	Mtb BioA inh	PfHsp40 yeast	Vc quorum ag
COc1cccc(CNS(=O)(=O)c2cc(CN3C(=O)c4cccnc4C3=O)ccc2OC)c1	-0.7	-0.6	1	13	4	0.4	-2.9	1.6	-0.3
CC(=O)Nc1ccc(S(=O)(=O)NNC(=O)c2ccc(S(=O)(=O)N3CCCCC3)cc2)cc1	-2.0	-2.5	0	4	-6	.	.	-0.3	i
COc1cc(NC(=S)NCCCN2CCOCC2)c(OC)cc1NC(=O)c1ccco1	-1.1	-0.3	0	6	0	0.7	1.9	-0.2	-0.4
COc1ccccc1N1CCN(C(=O)c2cc(-c3cccc(Cl)c3)on2)CC1	0.2	-0.6	2	10	-8	.	-5.2	-0.1	-0.4
Cc1nn(Cc2ccccc2)c(C)c1C(=O)NC1CCCc2ccccc21 (stereo unspecified)	0.4	-2.6	3	4	-5	-0.5	1.0	3.3	-0.5
COc1ccccc1/C=N/NC(=O)c1cc2c(ccc3ccccc32)o1	-1.8	3.3	12	22	4	1.0	0.0	-0.4	1.7
Cc1cccc(/C(N)=N/OC(=O)Cc2cccc3ccccc23)c1	-2.8	-1.7	3	6	12	0.6	.	-0.9	-1.1
CCOC(=O)c1c(NC(=S)N2CCOCC2)sc(C)c1C	-0.2	-1.3	2	0	15	0.2	-1.7	0.5	-0.9
Cc1occc1C(=O)N/N=C/c1ccc2c(c1)OCO2	-0.5	-2.9	3	46*	-3	1.1	.	-1.0	i

# More results follow:
compound	FadD28 FP inh	Mtb UGM inh	Mtb FBA inh	GDH-TPI counter	Yp Topo-I inh	TcdB inh	Mtb BioA inh	PfHsp40 yeast	Vc quorum ag
O=C(CN1C(=O)NC2(CCCC2)C1=O)OCc1ccc(Cl)c(Cl)c1	0.2	1.0	4	5	-8	-12	.	0.8	0.1
CS(=O)(=O)NNC(=O)CN1C(=O)C2C3C=CC(C3)C2C1=O (stereo unspecified)	0.5	-1.7	2	7	-8	0.5	4.9	0.3	i
CN(CCOc1ccc(Cl)cc1)C(=O)c1ccccc1SCC(=O)N1CCCC1	-0.8	-1.0	2	1	26	0.4	0.9	0.7	-2.0
Cc1nc(NC(=O)c2ccccc2)sc1C	0.3	0.4	0	14	3	0.7	-1.6	-2.3	i
CC(C)CN(C(=O)c1ccc(S(=O)(=O)N2CCCC2)cc1)C1CCS(=O)(=O)C1 (stereo unspecified)	0.2	0.7	2	-9	7	2.6	1.1	-0.3	-0.5
COC(=O)c1ccc(C(=O)OC)c(NC(=S)N2CCCCC2)c1	-0.4	0.5	19	6	8	.	1.0	-1.4	i
Cc1ccc2oc(Nc3nc(C)cc(C)n3)nc2c1	0.7	0.8	-4	7	-2	.	-3.4	-1.2	-7.7
Cc1cccc(N(C)c2cc(C)nc3ncnn23)c1	-1.8	-2.6	4	19	3	-1.1	2.9	-1.4	-0.2
Cc1ccc(S(=O)(=O)Nc2ccccc2C(=O)OC(C)C(=O)Nc2ccc3ccccc3c2)cc1[N+](=O)[O-] (stereo unspecified)	1.9	0.0	-1	7	0	.	.	-1.0	-0.2
CCC1S/C(=N/N=C/c2ccco2)N(Cc2ccccc2)C1=O (stereo unspecified)	-1.8	1.5	-1	13	18	0.7	-0.9	.	i
O=C(NC1CCCCC1)c1cccc(COCC(F)(F)F)c1	-0.6	-0.8	1	13	5	.	-0.5	-1.0	-0.6
COC(=O)C1=C(c2cccc(C#N)c2)C[C@@H]2CC[C@H]1N2C(=O)NCCc1ccccc1	-1.8	1.0	1	4	14	1.4	0.6	-0.8	-0.8
O=C(NCC(c1cccnc1)N1CCN(c2ccccc2)CC1)OCc1ccccc1 (stereo unspecified)	-0.4	-4.4	0	-5	3	.	10	0.9	i
O=C(NCc1ccccc1)c1cccc(NC(=O)C2CCC2)c1	-0.5	.	0	8	1	-0.3	1.2	-1.3	-0.6
COc1cc2c(cc1OC)CN(C(=S)Nc1ccc(OC(F)F)cc1)CC2	2.9	-4.0	4	1	10	1.7	1.6	-0.8	i
COc1ccc(-c2cc(C(=O)NCc3cccnc3)no2)cc1	1.3	0.1	6	18	5	.	-1.1	2.5	-1.0
COc1nc(-c2ccc(Cl)cc2)ccc1-c1noc(-c2cccs2)n1	1.2	-1.9	1	-5	3	.	-1.0	-1.4	-0.3
O=C(COc1ccc(Br)cc1)Nc1ccc(Cc2ccncc2)cc1	-1.6	2.2	1	3	0	3.0	.	1.8	-0.3
COC(=O)c1cccc(NC(=O)COC(=O)CSc2nc(C)cc(C)n2)c1	-3.0	1.2	-3	-5	-6	.	1.9	0.3	i
O=C(Nc1cccc2oc(=O)ccc12)c1ccc([N+](=O)[O-])cc1[N+](=O)[O-]	-1.6	-1.8	0	6	0	0.5	.	0.1	i
CCc1ccccc1NS(=O)(=O)c1c(C(=O)N2CCCCCC2)c(C)n(C)c1C	-4.6	-1.8	0	2	5	2.0	-0.3	0.4	0.2
COc1ccc(CCNC(=O)C(=O)NCC2OCCN2S(=O)(=O)c2ccc3c(c2)OCCO3)cc1 (stereo unspecified)	-0.4	-0.6	2	3	28	0.2	-0.1	0.2	-0.8
Cn1c(=O)[nH]c(=O)c2c1nc(SCCN1CCCCC1)n2CCCc1ccccc1	-2.7	-1.8	3	-1	21	.	-0.5	-0.4	-0.3
COCCNC(=O)C1(C)CCCN(C(=O)c2ccc(C#N)cc2)C1 (stereo unspecified)	0.1	.	0	12	6	0.9	-0.9	.	-2.5
CCOC(=O)N1CCN(C(=O)C2CC(=O)N(c3ccccc3)C2)CC1 (stereo unspecified)	-2.7	-0.8	1	-2	-3	0.9	-1.8	0.2	i
Oc1cccc(N2Cc3ccccc3C2)c1	-6.1	-0.1	-2	-6	1	.	-1.1	-0.4	-1.2
CN(C(=O)Cn1c(=O)oc2cc(S(=O)(=O)N3CCCC3)ccc21)C1CCCCC1	-2.0	1.3	0	-3	-6	0.4	-0.8	1.3	-0.3
COc1ccc(CCn2c(NCc3ccco3)nc3c2c(=O)[nH]c(=O)n3C)cc1	-0.1	-0.1	-3	1	-6	.	-8.2	0.9	-2.6
N#C/C(=C\Nc1ccccc1SC(F)(F)F)c1nc(-c2ccc(Cl)cc2)cs1	0.8	-0.8	0	-8	0	0.3	.	-0.7	-0.2
Cc1ccc(S(=O)(=O)NCc2ccc3c(c2)OCO3)cc1C	1.7	3.8	-2	8	10	1.1	7.5	3.3	-0.7
CCCn1c(=O)n(C)c(=O)c2c(SCC(=O)NCc3ccco3)nc(C3CC3)nc21	2.4	-2.8	-1	3	-3	-0.8	-0.5	0.4	.
C[C@H](NC(=O)c1nc[nH]c1C(=O)NCc1ccccc1)c1ccccc1	-4.9	-0.4	-3	2	12	0.9	1.0	1.1	0.7
O=C(C1CCCN(S(=O)(=O)c2cnc[nH]2)C1)N1CCN(c2ccc(Cl)cc2)CC1 (stereo unspecified)	-1.4	0.4	1	-6	-2	-0.1	0.8	-0.1	-0.4
C[C@@]12C(=O)N(c3cccc(Br)c3)C(=O)N1[C@H](c1ccc(Cl)cc1)[C@@H]1C(=O)N(C3CCCCC3)C(=O)[C@@H]12	-11	-6.4	-1	20	-2	-0.8	-0.2	2.0	i
Cc1cccc(C)c1N(CC(=O)NC1CCCCC1)C(=O)c1csnn1	-3.5	-0.4	2	5	2	-0.6	0.3	0.2	-1.8
COc1cc(OC)cc(C(=O)N=c2sc3ccccc3n2C)c1	0.2	-1.5	-2	9	-11	1.5	.	-0.7	-0.7
C[C@H]1CN=C(N(C)C)N1CCc1cccc(F)c1	0.1	2.3	1	2	8	0.8	-1.1	-0.5	-0.6
CN(C)S(=O)(=O)c1ccc(C(=O)Nc2nnc(-c3ccco3)o2)cc1	0.4	1.7	-6	13	6	1.0	-0.6	-0.5	i
O=C(NCc1ccco1)/C(=C\c1cccs1)NC(=O)c1ccco1	-2.2	0.0	1	19	-1	0.0	.	-1.0	-0.2
Cc1ccc(C(=O)N2CCc3ccccc32)cc1[N+](=O)[O-]	0.5	-1.6	2	10	8	-0.3	-2.0	-0.9	-0.4
O=C1NC2(NN1c1ccccc1)C1CC3CC(C1)CC2C3 (stereo unspecified)	-0.3	-4.0	-2	-5	4	.	0.8	-0.2	-1.0
Clc1ccc2nc(CSc3nnc(-c4c[nH]c5ccccc45)o3)cn2c1	-0.2	.	2	5	-7	0.7	-1.9	-0.9	-2.3
COc1ccc(NC(=O)c2sc3nc(C)cc(C)c3c2N)cc1	-1.3	-2.6	4	13	6	1.9	-1.2	-0.6	i
Cc1cc(C)cc(N=C2SC(CC(=O)Nc3ccccc3)C(=O)N2CCN2CCOCC2)c1 (stereo unspecified)	-5.7	1.6	-1	-6	20	-1.0	0.9	-1.2	-0.3
Cc1ccc(-c2csc(NC(=O)C3=NN(C4CCS(=O)(=O)C4)C(=O)CC3)n2)cc1 (stereo unspecified)	-3.2	0.1	1	25	0	1.0	1.5	1.8	-0.4
COc1ccc(OC)c(CNc2ccc([N+](=O)[O-])cc2C)c1	-1.2	0.7	-12	29	-2	0.4	.	-0.8	-0.5
Cn1c(CN2CCOCC2)nnc1SCC(=O)NC1CCCCC1	-2.8	-0.6	-1	-5	2	.	-0.5	1.6	i
COc1ccccc1N1CCN(C(=O)c2ccc(NC3=NC4CS(=O)(=O)CC4S3)cc2)CC1 (stereo unspecified)	-3.0	0.9	5	0	-2	0.8	-1.6	0.2	i

# Random draw from the library; about 4.6% have a hit in one of these screens.
